Compound activity from PubChem BioAssay.
SENP8 block-1 = SENP8 protease inhibitors, primary screen, biochemical, luminescence. 330,000 compounds, 1.2% hits. purified SENP8, Z-RLRGG-aminoluciferin cleavage. inhibition, % at 10 µM. AID 2540, 2010; in the data active means inhibition above about 50%
Target sequence (Q96LD8 whole entry, looked up): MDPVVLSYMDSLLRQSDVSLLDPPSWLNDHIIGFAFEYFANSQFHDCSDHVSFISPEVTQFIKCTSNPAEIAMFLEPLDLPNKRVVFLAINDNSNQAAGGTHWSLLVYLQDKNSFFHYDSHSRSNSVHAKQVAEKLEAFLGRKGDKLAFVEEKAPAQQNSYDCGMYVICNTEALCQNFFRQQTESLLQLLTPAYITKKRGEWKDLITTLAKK
SENP6 inh = SENP6 protease inhibitors, primary screen, biochemical, luminescence, uHTS | Sentrin-specific protease 6 (Homo sapiens), Q9GZR1 | inhibition, % at 10 µM | Recombinant SENP6 catalytic domain, aminoluciferin luminescence | 330,000 compounds, 1.8% hits | AID 2599, 2010;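 active means inhibition above about 50% at the single tested dose, limit read from the data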;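 further: plate controls were DMSO wells with enzyme for no effect and DMSO wells lacking enzyme for full effect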
SENP8 block-2 = human SENP8 protease inhibitors, primary screen, biochemical, fluorescence, Nedd8 protein substrate, uHTS; Sentrin-specific protease 8 (Homo sapiens), Q96LD8; recombinant SENP8; inhibition, % at 20 µM; 360,000 compounds, 0.64% hits; AID 602440, 2012; in the data active means inhibition mostly above about 40%, no sharp cut-off; inactive means mostly below about 27%
SENP1 FRET inh = human SENP1 catalytic domain inhibitors, primary screen, biochemical, FRET, uHTS | recombinant SENP1 catalytic domain, CyPet-SUMO1-YPet FRET cleavage | inhibition, % at 10 µM | 360,000 compounds, 0.21% hits | AID 624204, 2012;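 active means inhibition at least 30% at 10 µM, raw YFP signal under a set limit, fluorescence ratio 0.5 to 1.5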;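 further: 0% = enzyme with DMSO and 100% = no enzyme wells; some results filed as inactive read as strong as hits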
Target sequence (Q9P0U3 419-644 limits assumed): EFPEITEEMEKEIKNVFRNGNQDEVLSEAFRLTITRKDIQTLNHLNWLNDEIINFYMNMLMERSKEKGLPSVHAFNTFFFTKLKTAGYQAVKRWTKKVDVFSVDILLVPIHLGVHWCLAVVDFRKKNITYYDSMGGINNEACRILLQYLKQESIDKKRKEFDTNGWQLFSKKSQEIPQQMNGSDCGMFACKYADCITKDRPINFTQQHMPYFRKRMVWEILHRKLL
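Test system: human SENP1 catalytic domain; medium: Tris pH 8 buffer plus EDTA, NaCl, BME, BSA, NP40, catalase; incubation: 50 min reaction at room temperature; technique: FRET, CFP and YFP emission; controls: no-enzyme low control and enzyme-plus-DMSO high control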
SENP7 inh = SENP7 protease inhibitors, primary screen, biochemical, luminescence, uHTS; inhibition, % at 5 µM; 330,000 compounds, 1.5% hits; Sentrin-specific protease 7 (Homo sapiens), Q9BQF6; recombinant SENP7, Z-RLRGG-aminoluciferin luminescence, 40 min; AID 434973, 2010;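 active means inhibition above about 50% at the single test dose, limit read from the data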;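 further: plate controls were DMSO with enzyme for no effect and no enzyme buffer wells for full effect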
Target sequence (Q9BQF6 706-1050 limits assumed): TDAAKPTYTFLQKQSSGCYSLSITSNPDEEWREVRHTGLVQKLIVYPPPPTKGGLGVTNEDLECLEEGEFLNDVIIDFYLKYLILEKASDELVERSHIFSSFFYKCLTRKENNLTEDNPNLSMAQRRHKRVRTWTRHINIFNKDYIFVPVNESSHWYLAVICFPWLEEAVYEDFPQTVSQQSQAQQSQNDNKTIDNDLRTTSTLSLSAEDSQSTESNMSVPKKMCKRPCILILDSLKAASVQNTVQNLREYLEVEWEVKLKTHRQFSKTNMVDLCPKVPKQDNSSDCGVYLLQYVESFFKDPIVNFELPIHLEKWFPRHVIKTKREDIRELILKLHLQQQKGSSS
UBC13 inh = UBC13 polyubiquitin chain formation inhibitors, primary screen, biochemical, TR-FRET, uHTS. Ubiquitin-conjugating enzyme E2 N (Homo sapiens), P61088. inhibition, % at 20 µM. 330,000 compounds, 0.47% hits; in the data active means inhibition above about 45%, passing the limit was not always enough; inconclusive means no clear call, values can overlap the other calls
Target sequence (P61088 whole entry, looked up): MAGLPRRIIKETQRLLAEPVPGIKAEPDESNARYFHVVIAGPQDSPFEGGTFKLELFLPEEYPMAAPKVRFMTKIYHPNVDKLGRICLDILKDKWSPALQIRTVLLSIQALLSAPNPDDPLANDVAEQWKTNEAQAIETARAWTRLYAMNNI
Apaf-1 inh = inhibitors of human Apaf-1 apoptosome, primary screen, biochemical, DEVD-Rh110 fluorescence, uHTS | AID 489030, 2010 | inhibition, % at 20 µM | 330,000 compounds, 0.71% hits | reconstituted apoptosome caspase-3 activity | Apoptotic protease-activating factor 1 (Homo sapiens), O14727; active means inhibition of at least 40% at 20 µM;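 further: plate controls were DMSO wells for no effect and DEVD-CHO caspase inhibitor wells for full effect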
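Assay system: Apoptosome proteins | Medium: pH 7.5 Hepes buffer with CHAPS, BSA, DTT | Also added: Cytochrome c and DEVD-Rh110 substrate | Times: 30 min plus 50 min, RT | Detection: Rhodamine 110 fluorescence at Ex 480/Em 540 nm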
A3G deaminase = APOBEC3G DNA deaminase inhibitors, primary screen, biochemical, fluorescence, single-stranded DNA substrate, uHTS; DNA dC->dU-editing enzyme APOBEC-3G (Homo sapiens), Q9HC16; recombinant A3G, ssDNA deamination FAM/TAMRA fluorescence; inhibition, % at 20 µM; 330,000 compounds, 0.28% hits;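 active means inhibition of at least 40% at 20 µM, with no more than 30% in the related APOBEC3A deaminase screen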;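 further: plate controls were DMSO wells with A3G for no effect and wells lacking A3G enzyme for full effect; some compounds called inactive have numbers as strong as hits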
Active calls of the source: *; ? = inconclusive; . = no result given.

Fields: SENP8 block-1	SENP6 inh	SENP8 block-2	SENP1 FRET inh	SENP7 inh	UBC13 inh	Apaf-1 inh	A3G deaminase
> O=C(NCc1ccco1)C1CCN(C(=O)c2cc3sccc3n2Cc2ccc(F)cc2)CC1
  -12	-26	1	-2	9	6	-4	-7
> CC(C)CCNC(=O)CCSCCC(=O)NCCC(C)C
  -6	-9	-2	-15	-2	12	-1	-4
> O=C(CN1C(=O)NC2(CCc3ccccc3C2)C1=O)NCc1ccco1 (stereo not drawn)
  -1	-4	0	3	6	11	-4	-16
> O=C(COC(=O)c1ccc(F)cc1F)Nc1cccc(S(=O)(=O)N2CCOCC2)c1
  -2	11	5	1	2	-4	1	-7
> CCCCNC(=O)c1ccc(NC(=O)CC2SC(N3CCCC3)=NC2=O)cc1 (stereo not drawn)
  -6	-15	5	3	-10	-11	4	-7
> CCOc1ccccc1/C=N/NC(=O)C[n+]1ccccc1
  3	-10	8	2	10	3	-11	-8
> CCC1=C(OC(=O)N(CC)CC)N2C(=O)OC(=NCC3CC3)[C@]2(C)[C@H]2C1=CC[C@H]1C(=O)N(CC)C(=O)[C@H]12
  -9	-11	16	4	-7	-10	12	-8
> COc1ccc(C(=O)N2CCC(n3nccc3NC(=O)C3CC3)CC2)c(OC)c1OC
  -1	-28	10	0	-8	-6	-5	-3
> COc1cccc(OCc2nnc(SCC(=O)OC3CCCCC3)n2C)c1
  -1	-4	14	2	-5	13	-10	-9
> COc1ccccc1NC(=O)c1sc2nc(C)cc(C)c2c1N
  2	5	-440	-128	1	15	-8	-8
> O=C(CC12CC3CC(CC(C3)C1)C2)Nc1ccc2c(c1)COC2=O
  5	0	15	0	9	6	20	13
> CS(=O)(=O)N(Cc1cc2ccccc2[nH]c1=O)C1CCCCC1
  -4	-26	-316	-26	-6	2	2	-5
> Cc1nn(CC(=O)N(C)Cc2ccccc2)c(=O)c2cccn12
  1	-5	12	2	-5	1	4	2
> Cc1nc(N2CCN(c3ccccn3)CC2)c2c(C)c(C(=O)Nc3ccc(F)cc3Cl)sc2n1
  -3	1	-34	1	7	?	12	-5
> COCCCNC(=O)c1cc2c(-c3ccc(Cl)cc3)nn(C)c2s1
  -1	-8	-314	-6	13	12	10	3
> COc1ccc(NC(=O)c2nc(-n3nc(C)cc3C)ccc2Cl)cc1Cl
  -4	-1	11	1	1	5	4	-7
> COc1ccc(/C=N/NC(=O)C(C)Sc2ccccn2)cc1[N+](=O)[O-] (stereo not drawn)
  -6	-12	9	1	1	1	-2	11
> COc1cccc(CNC(=S)Nc2cccc(Cl)c2C)c1
  0	-40	12	3	4	5	7	-6
> COCCN(CCOC)c1nc(-c2ccc(C)cc2)nc2ccccc12
  -10	13	-69	1	17	3	25	-3
> CC1CCCN(C(=O)Cn2nnc(-c3ccccc3F)n2)C1 (stereo not drawn)
  -1	10	4	0	5	6	-8	1
> CC(C)CCn1c(=O)c2ccccc2n2c(CCl)nnc12
  0	7	10	2	-3	-8	-12	-9
> CN(C)CCCN(C(=O)c1ccc(S(=O)(=O)N2CCc3ccccc32)cc1)c1nc2ccc(F)cc2s1
  -5	-12	17	1	2	32	12	-14
> NC(=O)C[n+]1cccc2ccccc21
  -6	-22	-61	39*	17	-10	-32	3
> CCOC(=O)c1[nH]c2ccccc2c1NC(=O)CC(C)(C)C
  3	-3	-365	0	3	6	-3	-4
> Oc1[nH]c2ccccc2c1N=NC(=S)N1CCOCC1
  4	6	8	1	4	11	-12	29
> COc1ccc(-n2c(Cc3cccn3C)nnc2SCC(=O)Nc2nc(C)cs2)cc1
  -6	-7	-5	-5	10	-8	7	-5
> Cc1cccc(-c2nc(CN3CCCC(C(=O)NC4CCC(C)CC4)C3)c(C)o2)c1 (stereo not drawn)
  -14	-18	15	-4	-14	1	25	-5
> COc1cc2cc(CCOC(=O)c3ccc(C#N)cc3)oc(=O)c2cc1OC
  0	0	0	-1	-1	10	-1	-8
> CC(C)CC(NC(=O)C1CCC(C)CC1)C(=O)Nc1ccccn1 (stereo not drawn)
  -4	-4	18	1	-3	-6	17	-11
> OC(CNC1Cc2ccccc2C1)COc1ccc(Cl)cc1 (stereo not drawn)
  4	-2	18	3	1	7	20	-2
> COc1ccc(-c2ccccc2)cc1NCc1ccc(OC)c(OC)c1
  1	14	-88	0	-4	6	4	-2
> CC(=O)Nc1cccc(NC(=O)C2CC3CCC2C3)c1 (stereo not drawn)
  -9	-16	3	1	9	-5	-16	1
> CC(C)(C)Nc1c([N+](=O)[O-])c(=O)sc2ccccc12
  -8	2	16	-2	-4	0	2	-6
> CC(=O)c1cccc(NC(=O)N2CCCC2C(=O)NCc2ccc3c(c2)OCO3)c1 (stereo not drawn)
  -3	-6	-6	2	-4	-18	-12	-8
> O=C(N=C1SC2CS(=O)(=O)CC2N1Cc1ccc(F)cc1)C1CCCO1 (stereo not drawn)
  1	1	7	1	5	-2	-2	-2
> O=C(Nc1ccc(NC(=S)NC(=O)c2ccccc2Cl)cc1)c1cccc(Cl)c1
  1	-18	20	2	-8	-3	-5	-2
> O=C(Cc1ccc(Cl)cc1)NNc1c(F)c(F)cc(F)c1F
  -2	-19	13	2	4	3	-3	-7
> COc1ccccc1C(=O)Oc1cc(N)n(S(=O)(=O)c2ccccc2)n1
  -5	-11	-4	5	-12	-4	4	-2
> CC(C)(C)c1ccc(-c2noc(CCC(=O)NCC3CCCO3)n2)cc1 (stereo not drawn)
  -2	-1	5	2	7	11	-2	-9
> CCCN(C(=O)C1CC(=O)N(c2ccccc2C(C)CC)C1)C1CCS(=O)(=O)C1 (stereo not drawn)
  3	13	0	1	11	2	-9	-2
> Cc1cccc(NC(=O)Nc2ccc(Oc3c(F)c(F)c(F)c(F)c3F)cc2)c1
  3	-14	12	-3	2	1	-3	-6
> O=C(NCc1ccco1)c1cnc2n(c1=O)CCS2
  -1	16	3	1	1	8	-16	1
> O=C(c1cccc(N2C(=O)C3C4C=CC(C4)C3C2=O)c1)N1CCCc2ccccc21 (stereo not drawn)
  12	5	20	3	-5	-2	-11	-5
> Cc1ccccc1NC(=O)c1sc(NC(=O)C2CC2)nc1C
  -4	-20	8	0	-2	-3	5	-1
> CC(=O)[C@@H]1[C@@H](C(=O)c2ccc(C)cc2)[C@]2(C(=O)Nc3ccccc32)[C@H]2C=Cc3cc(F)ccc3N12
  5	14	-31	-32	1	-7	15	-1
> CCC(C)N(C(=O)COC(=O)/C=C/c1ccc(O)c(OC)c1)C1CCS(=O)(=O)C1 (stereo not drawn)
  5	1	-102	-22	3	4	-9	3
> CCCCN1CC(=O)N2[C@H]3c4ccc(OC)cc4OC[C@@H]3[C@H](c3ccccc3)[C@]2(C)C1=O
  0	2	17	2	2	11	8	-9
> CCc1cccc(OCCCCNCCOC)c1
  2	6	11	-4	3	4	-2	-6
> CCOc1ccc(Cc2nc(C)c(CC(=O)N3CCOCC3)c(=O)[nH]2)cc1
  -4	-8	16	1	2	1	14	0
> O=C(c1cc(-c2ccncc2)nc2c(Cl)cccc12)N1CCN(c2ccccc2F)CC1
  -7	-14	14	2	-17	-11	29	-7

Marked active in SENP1 FRET inh, of those listed so far:
mol	SENP8 block-1	SENP6 inh	SENP1 FRET inh	SENP7 inh	UBC13 inh	A3G deaminase
NC(=O)C[n+]1cccc2ccccc21	-6	-22	39*	17	-10	3

The results go on:
Fields: SENP8 block-1	SENP6 inh	SENP8 block-2	SENP1 FRET inh	SENP7 inh	UBC13 inh	Apaf-1 inh	A3G deaminase
> O=[N+]([O-])c1ccc(O)c(NC(=S)Nc2ccccc2)c1
  22	-4	8	2	9	-20	9	-5
> O=C(NC1CCN(C(=O)NCc2ccccc2)CC1)c1cccc(F)c1
  8	-5	1	2	-3	6	1	-2
> O=C(Nc1ccc(Br)cc1)C(c1ccccc1)c1ccccc1
  -6	-4	25	1	0	2	0	-4
> N#CC1(NC(=O)CSc2nnc(C3CC3)n2C2CC2)CCCCC1
  2	19	2	2	4	3	-9	-4
> CC(C)C(NC(=O)c1ccc(F)cc1)C(=O)Nc1cccnc1 (stereo not drawn)
  8	-1	0	-1	-1	-1	-8	-7
> COc1cc(S(=O)(=O)NCc2ccncc2)c(OC)cc1Cl
  -10	14	10	0	7	4	14	0
> CCc1ccc(C(C)NC(=O)C2CCCO2)cc1 (stereo not drawn)
  -7	17	13	-1	-4	-4	-3	-11
> COc1ccc(C2NC(=O)c3ccccc3O2)c(OC)c1OC (stereo not drawn)
  -15	-4	-48	2	-8	-1	15	-5
> O=S(=O)(CCNCc1cccs1)c1ccc(Cl)cc1
  5	-8	4	-3	1	9	-15	-5
> CCN(CC(=O)NCc1cccs1)C(=O)c1cccc(S(=O)(=O)Nc2cccc(C)c2)c1
  2	7	10	0	1	-3	12	3
> CCOC(=O)C1(S(=O)(=O)c2ccccc2)CCN(Cc2ccc(Cl)cc2)CC1
  -5	3	16	0	-6	-1	12	-1
> CCN(CC)S(=O)(=O)c1ccc(N2CCOCC2)c(NC(=O)CC2OC(=O)c3ccccc32)c1 (stereo not drawn)
  9	2	9	5	4	4	3	2
> CC(=O)Oc1ccc(/C(C)=N/N2CCN(Cc3ccc(C)cc3)CC2)cc1
  0	-8	14	2	4	1	-12	-13
> O=[N+]([O-])c1ccccc1/C=C/CN1CCSCC1
  -9	0	8	1	14	0	-16	-8
> O=c1oc(-c2cccc(Cl)c2)nc2c1cnn2-c1ccccc1
  -2	-9	-4	2	-8	16	-11	-5
> Cc1cc(NC(=O)CSc2nnc(Cc3ccccc3)o2)no1
  3	-9	15	0	1	1	-15	-8
> COc1ccc(N2C(=O)C(Cl)=C(Oc3cccc(OC)c3)C2=O)cc1
  -10	1	-2	1	-7	-11	1	8
> Cc1ccccc1C(=O)Nc1ccc(Br)c(C)n1
  43	59*	12	2	66*	0	8	-1
> COc1ccccc1C1CC(=O)Oc2cc(C)c(Cl)c(C)c21 (stereo not drawn)
  .	.	13	0	-1	.	20	2
> NNC(=O)CN1C(=O)Nc2ccc(Br)cc2C1c1ccccc1 (stereo not drawn)
  -3	-73	9	3	-10	-2	15	0

Overlap with the part before: 2 compounds, followed by the next part.
Fields: SENP8 block-1	SENP6 inh	SENP8 block-2	SENP1 FRET inh	SENP7 inh	UBC13 inh	Apaf-1 inh	A3G deaminase
> COc1ccccc1C1CC(=O)Oc2cc(C)c(Cl)c(C)c21 (stereo not drawn)
  .	.	13	0	-1	.	20	2
> NNC(=O)CN1C(=O)Nc2ccc(Br)cc2C1c1ccccc1 (stereo not drawn)
  -3	-73	9	3	-10	-2	15	0
> O=C(NNC(=O)C1C2C=CC(C2)C1C(=O)O)c1ccccc1O (stereo not drawn)
  3	-11	-146	0	1	15	-2	-3
> CCCN(CC(=O)Nc1ccccc1C)C(=O)C1CC(=O)N(c2ccccc2C(C)CC)C1 (stereo not drawn)
  5	-6	14	0	-2	15	48*	-5
> CCOC(=O)N1CCC(N2Cc3cccc(C(=O)Nc4c(C)cccc4CC)c3C2=O)CC1
  -3	-3	16	0	-3	9	14	-10
> Cc1cccc(N=C2NN=C(c3c(C)[nH]c4ccccc34)CS2)c1
  2	-8	-7	2	-10	-16	11	-6
